Source: PubChem BioAssay
MC4R ag barr = activates human MC4R beta-arrestin recruitment; 0.98% of 360,000 active; P32245; AID 540308; activation, % at 8.9 µM; U2OS MC4R beta-arrestin complementation, luminescence; percent of melanotan II response, DMSO zero;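 active = activation above a per-plate cutoff, the mean activation of sample wells on that plate plus 3 SD, cut at about 8% in these data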
Granule exo inh = lytic granule exocytosis inhibition; TALL-104 LAMP-1 surface exposure, flow cytometry; cells stimulated with thapsigargin and PMA; 0.66% of 360,000 active; inhibition, % at 10 µM;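 active = inhibition above about 55%, limit read from the data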
iPSC survival up = enhancers of human iPSC single-cell survival | hiPSC single-cell survival, ATPlite luminescence; 100% = ROCK inhibitor wells, 0% = DMSO | survival enhancement, % at 20 µM | 0.044% of 360,000 active | AID 602274; in the data active = survival enhancement above about 18%;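 note: cells exposed to compounds for 16 hours before the ATP read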
HTR2A ag = agonists of mouse serotonin 5-HT2A receptor (HTR2A); CHO-K1 mHTR2A beta-arrestin complementation, luminescence; percent of 30 µM serotonin response; activation, % at 7.6 µM; P35363; 0.66% of 360,000 active;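 active = activation above a run cutoff, the mean activation of all tested compounds plus 3 SD, cut at about 14% in these data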;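 note: 0% = plate median of compound wells and 100% = 30 µM serotonin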
ABHD5 PLIN5 PPI = blocks binding of human ABHD5 to perilipin-5; Q00G26+Q8WTS1; Split G. princeps luciferase complementation, luminescence, 4 h; inhibition, % at 4 µM; 0.78% of 360,000 active;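 active = inhibition above the mean inhibition across every tested compound plus 3 SD, cut at about 22% in these data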;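 note: 0% = DMSO only wells and the 100% control is not disclosed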
Target sequence (Q00G26 whole entry, looked up): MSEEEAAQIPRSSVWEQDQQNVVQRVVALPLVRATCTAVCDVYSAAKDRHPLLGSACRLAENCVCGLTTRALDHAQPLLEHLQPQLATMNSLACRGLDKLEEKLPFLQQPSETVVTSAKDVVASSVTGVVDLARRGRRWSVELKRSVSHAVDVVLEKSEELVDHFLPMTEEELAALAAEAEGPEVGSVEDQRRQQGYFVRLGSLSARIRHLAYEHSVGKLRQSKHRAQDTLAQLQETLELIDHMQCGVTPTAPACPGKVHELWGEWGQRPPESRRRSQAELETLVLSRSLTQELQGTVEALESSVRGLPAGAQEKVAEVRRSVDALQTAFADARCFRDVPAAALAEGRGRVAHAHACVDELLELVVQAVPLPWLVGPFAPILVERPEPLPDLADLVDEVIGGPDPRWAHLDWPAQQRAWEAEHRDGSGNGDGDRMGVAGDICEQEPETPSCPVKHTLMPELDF
Target sequence (Q8WTS1 whole entry, looked up): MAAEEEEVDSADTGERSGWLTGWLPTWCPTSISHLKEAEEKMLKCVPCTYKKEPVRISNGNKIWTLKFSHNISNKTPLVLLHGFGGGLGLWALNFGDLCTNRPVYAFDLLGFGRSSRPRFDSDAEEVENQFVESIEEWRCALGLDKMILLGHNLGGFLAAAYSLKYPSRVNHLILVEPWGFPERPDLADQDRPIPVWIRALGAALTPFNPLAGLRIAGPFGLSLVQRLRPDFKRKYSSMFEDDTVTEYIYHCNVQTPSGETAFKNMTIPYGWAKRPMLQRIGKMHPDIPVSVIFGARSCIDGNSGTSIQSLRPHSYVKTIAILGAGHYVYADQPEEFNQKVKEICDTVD
Cardio protect = myocardial damage modulation in H9c2 cells; AID 588492; H9c2 cardiomyocytes, H2O2 injury protection, ATPLite, 2 h; protection from H2O2 cell death, % at 20 µM; 0.63% of 360,000 active;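 active = compounds giving at least 50% protection of heart cells from peroxide-induced death in the single-dose screen, raw or plate-pattern-corrected value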;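 note: 0% = DMSO wells with peroxide and 100% = DMSO wells without peroxide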
ABCB6 inh 2 = human ABCB6 transporter inhibition | Q9NP58 | K562-ABCB6 porphyrin accumulation, flow cytometry, 1 h; hits give low values | fluorescence ratio to DMSO, % at 10 µM | 0.19% of 360,000 active;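 active = fluorescence ratio to DMSO below 75%, the collection mean minus 3 SD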;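 note: signal is porphyrin accumulated inside mitochondria; 100% equals median channel fluorescence of DMSO control wells; lower ratio means ABCB6 inhibition with less porphyrin fluorescence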
MC4R antagonist = antagonists of human melanocortin 4 receptor (MC4R); P32245; MC4R-expressing cells, MTII-stimulated cAMP, LANCE TR-FRET; inhibition, % at 6.5 µM; 0.48% of 360,000 active;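 active = inhibition above its plate's cutoff, the mean of tested wells on that plate plus 3 SD, cut at about 29% in these data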;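 note: 0% = Melanotan II alone and 100% = Melanotan II plus saturating MCL0020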
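Test system: U2OS cells stably expressing human melanocortin 4 receptor (MC4R); also added: Melanotan II challenge; compound: 6.5 µM single dose; timing: 30-min compound preincubation, 1-h Melanotan II challenge, 1-h detection, room temperature; signal: Eu-cAMP/anti-cAMP TR-FRET, emission 671 nm; repeats: one well per compound, no replicates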
aDG glyco up = alpha-DG glycosylation activation | 0.22% of 360,000 active | activation, % at 10 µM | Pro5-aDG cells, alpha-DG glycosylation AlphaScreen (IIH6); 0% Pro5, 100% B10-LARGE cell signal | AID 624168;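 active = activation of at least 8% versus controls, or a plate z-score of at least 8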;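 note: Pro5 are CHO cells carrying HIG-tagged alpha-DG that lacks glycosylation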
Glyco luc inh = blocks N-linked glycosylation in D54 reporter cells; 0.23% of 360,000 active; reporter increase, % at 12.5 µM; D54 ERlucT glycosylation luciferase reporter, 24 h; percent of 100 nM tunicamycin response; AID 588692;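 active = mean luciferase reporter signal, scaled so untreated is 0 and the glycosylation-blocking control 100, at or above a set limit in every replicate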;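 note: luciferase carries N-glycosylation sites so blocking glycosylation raises the light; 0% = median of neutral control wells and 100% = median of 100 nM tunicamycin wells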
Active calls of the source: *; x = no result given.

SMILES | MC4R ag barr | Granule exo inh | iPSC survival up | HTR2A ag | ABHD5 PLIN5 PPI | Cardio protect | ABCB6 inh 2 | MC4R antagonist | aDG glyco up | Glyco luc inh
Cc1cc(C)n(-c2ncc3c(n2)N(C)CCOC3=O)n1 | -0.9 | 2.8 | -0.2 | -1.6 | -0.6 | -3.2 | 99.0 | 9.1 | 0.2 | 0.5
CCOC(=O)c1c(C)[nH]c(C)c1S(=O)(=O)NCC1CCN(Cc2ccccc2F)CC1 | -3.3 | 1.5 | -0.2 | -7.6 | -6.2 | 3.6 | 161.0 | -11.8 | -0.2 | 0.5
O=C(Nc1cccc(C(=O)N2CCN(Cc3ccccc3)CC2)c1)c1ccccc1 | 0.3 | -0.3 | -0.4 | 1.5 | 3.2 | 7.2 | 91.0 | 16.9 | 0.3 | -3.4
O=C(NC1CCCC1)C(c1ccccc1)n1c(-c2ccc3c(c2)CCO3)nc2ccccc21 (stereo not drawn) | x | 4.6 | x | 2.6 | -5.2 | x | x | x | 0.4 | x
O=C(CCNS(=O)(=O)c1cccc2nsnc12)NCc1cccs1 | -1.0 | -1.1 | 0.8 | -0.7 | -0.1 | 9.3 | 91.0 | 3.7 | -0.2 | -2.0
Cc1cccc(C(CC(=O)O)n2cccc2)c1 (stereo not drawn) | 0.2 | -1.6 | -0.4 | 5.8 | -0.5 | 7.0 | 95.0 | -6.0 | -0.1 | 1.6
CC1=NCCN1S(=O)(=O)c1cccc([N+](=O)[O-])c1 | -0.1 | 18.5 | -0.8 | -2.8 | -0.6 | 9.8 | 91.0 | -1.9 | -0.2 | 4.0
CCOc1ccccc1NC(=O)Cn1nnc(C(=O)NCCc2ccc(OC)c(OC)c2)c1N | 3.6 | -13.4 | -2.1 | 2.7 | 2.1 | 2.3 | 99.0 | 15.7 | 0.0 | -1.0
CC(C)(C)OC(=O)N1Cc2ccccc2C[C@H]1C(=O)NCC(=O)NCC1CCCO1 (stereo partly drawn) | 0.9 | -1.4 | -0.6 | -1.6 | -7.6 | 0.4 | 93.0 | 13.1 | 0.0 | -0.1
CC(C)Cc1cc(C(=O)Nc2cc(Cl)ccc2Cl)no1 | 4.3 | -12.4 | -1.6 | -2.6 | -3.5 | -18.8 | 97.0 | 7.4 | -0.2 | 0.3
CC(C)(CNC(=O)/C=C/c1ccc(F)cc1)CNC(=O)/C=C/c1ccc(F)cc1 | -1.5 | -0.6 | -0.9 | -1.7 | 3.1 | 3.0 | 98.0 | 2.6 | 0.2 | 7.0
CCCCn1c(NC(=O)c2ccco2)c(S(=O)(=O)c2ccc(C)cc2)c2nc3ccccc3nc21 | -0.4 | -0.8 | 0.9 | 1.7 | -1.1 | -0.8 | 111.0 | -0.3 | 0.5 | -1.1
Cc1[nH]ccc2c1[nH]c1cc(=O)ccc12 | -0.5 | -9.2 | -0.5 | 8.8 | 10.4 | -1.9 | 101.0 | -7.9 | 0.1 | -7.4
CC(=O)c1cccc(NC(=O)C2CCCN(S(=O)(=O)c3ccc(F)cc3)C2)c1 (stereo not drawn) | -1.6 | -3.9 | -1.9 | 4.3 | -1.5 | 3.3 | 94.0 | 3.4 | 0.1 | -2.1
CCOc1ccc2nc(N3C(=O)CNC3=S)sc2c1 | -3.9 | 13.9 | -0.6 | -10.6 | 2.0 | -13.4 | 95.0 | -9.4 | -0.1 | -6.9
Cc1ccc(NC(=O)CNc2ccc(N3CCOCC3)cc2)cc1S(=O)(=O)N(C)C | -2.8 | 2.1 | 2.7 | 0.5 | 4.2 | -7.4 | 96.0 | -5.8 | -0.1 | -0.2
Cn1nnnc1Sc1ncnc2scc(-c3cccc4ccccc34)c12 | -0.9 | -0.6 | -2.7 | 0.6 | 3.4 | -1.6 | 96.0 | -2.2 | 0.3 | -1.0
CC(=O)C(C)n1c(CN(C)Cc2ccccc2)nc2c1c(=O)n(C)c(=O)n2C (stereo not drawn) | -1.5 | -2.3 | -0.4 | 0.8 | -1.9 | -1.3 | 103.0 | 0.7 | 0.1 | -0.3
CCn1c(Cc2c(C)[nH]c3ccccc23)nnc1SCC(=O)NCc1ccco1 | 0.9 | -1.3 | 3.9 | 1.9 | -7.1 | -5.8 | 95.0 | 7.4 | -0.1 | 0.0
CC1CCN(C(=S)Nc2ccc3nc4n(c(=O)c3c2)CCCCC4)CC1 | -4.4 | 6.2 | -0.6 | 2.3 | -0.6 | 0.2 | 100.0 | 5.6 | 0.3 | -1.0
CCCCn1c(Cc2ccccc2)nnc1SCC(=O)N1CCOCC1 | -0.8 | -2.7 | -1.8 | -1.4 | -2.1 | 2.7 | 86.0 | -1.2 | -0.1 | -1.1
CCOC(=O)Cc1csc(NS(=O)(=O)c2ccc3c4c(cccc24)C(=O)N3CC)n1 | 2.3 | 1.5 | 7.7 | 3.7 | 1.7 | -3.7 | 101.0 | -1.1 | 0.0 | 1.9
COc1cc(OC)cc(-c2c(C#Cc3ccsc3)c3cc(-c4ccccc4OC)ccc3n2C)c1 | 0.8 | 1.7 | 0.7 | -3.0 | 1.2 | -2.3 | 95.0 | 11.4 | -0.7 | -0.4
O=[N+]([O-])c1cccc(C2=NCCS2)c1 | -1.4 | 1.9 | 4.4 | 2.1 | -7.4 | -0.4 | 95.0 | -2.5 | -0.3 | 2.7
CC(C)=CCOc1c2ccoc2c(OCC=C(C)C)c2oc(=O)ccc12 | 0.8 | 3.1 | 3.3 | 1.2 | -3.6 | -12.2 | 100.0 | 13.1 | 0.1 | -2.6
COC(=O)c1c(NC(=O)CCl)sc(C(=O)N2CCOCC2)c1C | -0.8 | -7.7 | -0.5 | 3.8 | 15.8 | -2.1 | 103.0 | 1.5 | 0.4 | 0.8
CC12CC3(C)CC(C)(C1)CC(C(=O)NC1=NCCS1)(C2)C3 | 3.6 | 3.0 | 0.6 | 1.0 | 1.4 | -3.1 | 99.0 | 19.0 | 0.5 | 0.2
O=c1[nH]c2cc3c(cc2cc1CN(CCO)S(=O)(=O)c1ccccc1Cl)OCCO3 | 0.5 | -1.7 | -0.5 | 0.0 | 8.3 | 5.2 | 95.0 | 9.8 | -0.1 | 5.5
COc1ccc(Cl)cc1NC(=O)/C=C/C(=O)O | 1.4 | 12.8 | -0.1 | 8.2 | 6.2 | 1.8 | 101.0 | 2.0 | 0.0 | 3.0
CCN(C(=O)CN1C(=O)NC(c2ccccc2)(c2ccccc2)C1=O)c1ccccc1 | 2.3 | 7.7 | -0.3 | -2.6 | -1.1 | -1.5 | 96.0 | 5.0 | 0.1 | -2.3
Cc1cc(NCCCOC(C)C)n2c(nc3ccccc32)c1C#N | -1.7 | 61.8* | 0.3 | -2.7 | -5.2 | -5.1 | 105.0 | 2.2 | 0.1 | -0.6
Cc1ccc(Nc2c(O)nc[nH]c2=O)cc1 | -1.5 | 1.6 | 1.2 | 2.6 | -20.5 | 0.6 | 96.0 | -2.7 | 0.1 | -1.3
Cc1cc(C)c2c(=O)[nH]c(SCC(=O)Nc3ccc(Br)cc3)nc2n1 | -0.7 | 1.9 | -0.2 | 5.2 | 4.0 | -1.9 | 95.0 | 1.2 | 0.0 | 3.1
Cc1ccsc1C(=O)NCC(=O)OCc1ccccc1 | 0.2 | -8.9 | -0.2 | 8.1 | -2.4 | 3.4 | 103.0 | 8.3 | 0.0 | 1.5
CC(C)(C)OC(=O)NCCCC[C@H](NC(=O)c1nc[nH]c1C(=O)NCc1ccccc1)C(=O)OC(C)(C)C | 1.8 | 7.6 | 1.6 | -1.0 | 5.5 | 8.9 | 98.0 | 3.6 | -0.3 | -0.3
Cc1cc(C)cc(OCC(=O)Nc2cc(NC(=O)COc3cc(C)cc(C)c3)cc(C(=O)O)c2)c1 | -1.6 | 7.7 | 1.1 | -0.3 | -4.8 | 5.1 | 100.0 | -0.7 | 0.0 | 0.8
O=C(NC1CCN(S(=O)(=O)c2ccccc2)CC1)c1ccccc1 | -2.8 | 0.3 | 3.6 | 5.8 | -1.5 | 11.9 | 95.0 | 4.2 | -0.1 | -2.6
Cc1cc(C(=O)OCC(=O)NCc2ccccc2)c2ccccc2n1 | -2.1 | 0.1 | -0.4 | -3.4 | -11.3 | -6.6 | 93.0 | -1.3 | -0.3 | 2.2
CC(=O)Nc1sc2c(c1C(c1ccccc1Cl)N1CCN(CCO)CC1)CCCC2 (stereo not drawn) | -1.8 | 4.6 | 0.1 | -6.8 | -0.1 | -4.0 | 105.0 | 4.2 | -0.3 | -6.1
CCC(C(=O)c1ccc2ncccc2c1)c1ccccc1 (stereo not drawn) | -0.1 | -2.6 | -1.8 | -3.4 | -1.1 | -13.0 | 103.0 | -1.9 | 0.9 | 0.1
CN(CC(=O)Nc1ccccc1Cl)C(=O)c1cccc(S(=O)(=O)N2CCN(c3ccccc3)CC2)c1 | -3.4 | 5.6 | 1.2 | -0.7 | -7.5 | -16.8 | 97.0 | 19.8 | 2.5 | -3.5
CN(C)c1ccc2c(O)cc(=O)n(C)c2c1 | -1.5 | -1.8 | -1.9 | 2.4 | -66.9 | 16.1 | 127.0 | -1.4 | 0.6 | 1.4
CCOc1ccc(N2C(=O)CSC2c2ccncc2)cc1 (stereo not drawn) | 2.8 | -1.8 | -0.9 | 2.8 | -1.2 | 6.4 | 100.0 | 8.7 | -0.3 | -1.1
CC(=O)OCC(=O)Nc1ccc(N=Nc2ccccc2)cc1 | -1.6 | 2.2 | -1.6 | -3.0 | 3.0 | -12.3 | 98.0 | -5.0 | -0.2 | -3.3
Cc1ccc(OCC(=O)Nc2ccc(N3CCN(S(C)(=O)=O)CC3)cc2)c(C)c1 | 2.2 | -7.3 | -0.6 | 3.2 | 2.0 | -1.3 | 101.0 | 12.1 | -0.4 | -0.3
Cc1ccc(C)c(SCC(=O)NC(=O)NC2CCCC2)c1 | -0.8 | -5.1 | -0.5 | -1.5 | -8.6 | 0.0 | 94.0 | 1.3 | 0.1 | 0.0
COc1ccc(NC(=O)C(c2ccc(C)cc2)N(C)C(=O)CNC(C)=O)cc1 (stereo not drawn) | -1.0 | -0.1 | -2.3 | 0.3 | 2.6 | 15.3 | 98.0 | 1.1 | 0.0 | 0.0
CCCNC(=O)C1(CC2CC(c3ccccc3)=NO2)CCNCC1 (stereo not drawn) | -0.9 | -2.5 | -1.3 | 7.2 | 0.1 | 1.3 | 101.0 | -0.5 | 0.0 | -0.2
COc1cscc1C(=O)O | 0.0 | -2.1 | -0.6 | 2.3 | 1.9 | 4.4 | 100.0 | -2.9 | 0.1 | 2.7
CCOC(=O)Nc1ccc2c(c1)OCO2 | -0.7 | -2.7 | 1.9 | 2.9 | 1.6 | -5.3 | 94.0 | -0.1 | -0.2 | 0.7
Cc1cccc(NC(=O)c2ccc3ccccc3n2)n1 | -2.3 | -3.2 | -2.2 | 5.0 | -4.0 | -10.5 | 98.0 | -4.7 | 0.1 | 0.2
